GIRK2 act: activators of NPY4-receptor-primed GIRK2 channels, summary, cell-based, HEK293, thallium flux | HEK293 GIRK2/NPY4 cells, thallium flux fluorescence | activation (% efficacy), % for hits at 37.5 µM | 34,000 tested, under 10 active | AID 1259324, 2017;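 active means primary screen hit, no activity in plain HEK293 cells, and in GIRK2-only cells above 5% efficacy rising with concentration; inactive means the rest, including fluorescent compounds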;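 further: efficacy is normalized control-subtracted fluorescence 15 s after thallium addition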
Target sequence (P48051 whole entry, looked up): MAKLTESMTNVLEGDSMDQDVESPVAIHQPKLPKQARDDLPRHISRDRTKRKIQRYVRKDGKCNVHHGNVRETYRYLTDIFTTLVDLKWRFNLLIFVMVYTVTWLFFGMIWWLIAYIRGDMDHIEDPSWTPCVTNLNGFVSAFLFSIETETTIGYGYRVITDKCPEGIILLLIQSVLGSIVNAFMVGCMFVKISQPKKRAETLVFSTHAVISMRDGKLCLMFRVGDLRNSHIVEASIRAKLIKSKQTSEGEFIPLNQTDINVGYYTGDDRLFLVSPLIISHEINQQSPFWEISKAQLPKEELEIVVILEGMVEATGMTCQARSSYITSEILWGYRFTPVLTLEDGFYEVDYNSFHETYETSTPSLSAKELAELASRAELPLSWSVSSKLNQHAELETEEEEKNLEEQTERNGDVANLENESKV
Calls only; i = inactive. Not all compounds are listed, so the mix of outcomes need not match the whole.

SMILES	GIRK2 act
Cc1cc(NC(=O)CSc2nc3ccc(N4CCOCC4)cc3c(=O)n2Cc2ccccc2)n[nH]1	i
COc1ccc(S(=O)(=O)Nc2nc(C)c(C(=O)NCc3cccs3)s2)cc1	i
Cc1cc(C(=O)N2CCOCC2)nn1CC(=O)NCCc1c[nH]c2ccccc12	i
Cc1ccc(C(=O)Nc2ccc(SCCN3CCOCC3)nn2)cc1	i
O=C(Cn1nc(-n2cccn2)ccc1=O)Nc1nccs1	i
O=C(Cn1c(=O)oc2ccccc21)NCCc1csc2nc(-c3cccs3)nn12	i
O=C(NCC1(O)CCc2ccccc21)NC1CCCCC1 (stereo not drawn)	i
COc1ccc(NC(=O)Nc2c(C)nc3ccccn3c2=O)cc1	i
CC(C)(C)c1csc(NC(=O)C2CCN(S(C)(=O)=O)CC2)n1	i
CN1C(=O)N(C)C2(CCN(C(=O)c3cccc(Cl)c3)CC2)C1=O	i
O=C(Cc1csc(Nc2ccccc2)n1)Nc1ccc2c(c1)OCO2	i
CCCCn1c(SCc2nc(-c3ccccc3)no2)nc2ccsc2c1=O	i
Cc1nn(-c2nc3c(c(=O)n(CC(N)=O)c(=O)n3C)n2CCCc2ccccc2)c(C)c1C	i
COc1cn(-c2ccc(F)cc2)nc1C(=O)NCc1cccs1	i
COCC(C)(O)CNC(=O)c1cccs1 (stereo not drawn)	i
Cc1ccccc1NC(=O)NCC1(O)CCc2ccccc21 (stereo not drawn)	i
Cc1ccc(NC(=O)C(=O)NCc2ccc(F)cc2)cc1N1CCCC1=O	i
Cc1cccc(NC(=O)c2cc(-c3ccco3)n(C3CCS(=O)(=O)C3)n2)c1C (stereo not drawn)	i
CN1CC(NC(=O)CC(C)(C)C)CC1=O (stereo not drawn)	i
O=C(Cc1csc(NC(=O)c2ccc[nH]c2=O)n1)NCCc1c[nH]c2ccccc12	i
CC1CN(c2cc(=O)n(Cc3ccc(F)cc3)c(=O)[nH]2)CC(C)O1 (stereo not drawn)	i
Cc1ccc2nc3c(cc(C(=O)N4CC(C)OC(C)C4)n3C)c(=O)n2c1 (stereo not drawn)	i
COc1ccc(NC(=O)NCCNc2cc(-n3nc(C)cc3C)nc(C)n2)c(C)c1	i
Cc1cccc2sc(NC(=O)c3ccc(=O)n(Cc4ccc(Cl)cc4)c3)nc12	i
O=S(=O)(c1ccc(Cl)s1)N(Cc1ccsc1)Cc1ccccn1	i

Later entries.
SMILES	GIRK2 act
COc1ccc(NC(=O)c2ccc(=O)n(Cc3cccc([N+](=O)[O-])c3)c2)cc1	i
O=C(c1ccccn1)N1CC(c2nc(-c3ccsc3)no2)C1	i
COc1ccc2c(=O)c(Oc3ccc(C(=O)Nc4ccccc4C)cc3)coc2c1	i
CC(=O)Nc1ccc(NS(=O)(=O)c2c(C)cc(C)c(N(C)S(C)(=O)=O)c2C)cc1	i
COc1ccc(CNC(=O)Cc2nnc(-c3ccc(C)cc3)o2)c(OC)c1	i
COc1ccc(C)cc1S(=O)(=O)NCCNc1cc(-n2cccn2)ncn1	i
CCn1nnc2c(N3CCCC3)ncnc21	i
Cc1ccc(-n2ncc3c(=O)n(NC(=O)c4ccccc4)cnc32)cc1	i
Cc1csc(C(=O)NCC2CCN(S(C)(=O)=O)CC2)c1	i
CCOC(=O)N1CCN(C(=O)CSc2ccc(NC(=O)c3ccco3)nn2)CC1	i
CN1CCCc2cc(C(CNC(=O)NC(C)(C)C)N(C)C)ccc21 (stereo not drawn)	i
COC(=O)Cn1c(=NC(=O)c2ccnn2C)sc2cc(Cl)ccc21	i
COc1ccc(N(C)S(=O)(=O)c2ccsc2-c2nc(-c3ccc(OC)c(OC)c3)no2)cc1	i
CS(=O)(=O)N1CCCc2ccc(NC(=O)C(=O)NCc3cccs3)cc21	i
Cc1cc(C)cc(N2C(=O)N(Cc3cccc([N+](=O)[O-])c3)C3CS(=O)(=O)CC32)c1 (stereo not drawn)	i
O=C(c1ccc(N2CCCCS2(=O)=O)cc1)N1CCOCC1	i
COc1ccc(OC)c(NC(=O)CSc2nnc(Cc3ccccc3)n2N)c1	i
Cc1cc(NCc2ccc3c(c2)OCO3)nc(-n2cc([N+](=O)[O-])cn2)n1	i
CN(C(=O)c1cccs1)c1nnc(C23CC4CC(CC(C4)C2)C3)s1	i
C=CCNC(=O)C(=O)NCC1CCN(C)CC1	i
O=C(CSc1nnc(-c2ccncc2)o1)Nc1cccc([N+](=O)[O-])c1	i
COc1ccc(CC(=O)Nc2nnc(CS(=O)(=O)c3ccccc3)o2)cc1	i
COc1ccc(C)cc1NC(=O)c1cc2c(=O)n3cc(C)ccc3nc2n1Cc1ccccc1	i
CCC(C(=O)NCCCn1nc(-c2ccco2)ccc1=O)c1ccccc1 (stereo not drawn)	i
Cc1cc(N2CCN(C)CC2)nc2ccc(NC(=O)NCc3cccs3)cc12	i

The results go on:
SMILES	GIRK2 act
Cc1nc2scc(C)n2c(=O)c1NC(=O)CC1CCCC1	i
Cc1cc(C)c(-c2ccc(=O)n(CC(=O)NCc3ccc(F)cc3)n2)cc1C	i
Cc1csc(C(=O)NCCN2CCC(c3cccs3)CC2)c1	i
COC(=O)c1ccc(C)c(-n2c(N)c(C(=O)Nc3ccccc3)sc2=S)c1	i
O=C(CSc1ccc(-c2ccc3c(c2)OCO3)nn1)Nc1ccccc1Cl	i
COc1ccc(S(=O)(=O)N2CCC(C(=O)Nc3ccccc3OC)CC2)cc1	i
COc1ccc(-c2noc(CSc3nc4ccsc4c(=O)n3-c3ccccc3)n2)c(OC)c1	i
COc1ccc(S(=O)(=O)N2CCC(C(=O)Nc3nc(-c4ccc(Cl)cc4)cs3)CC2)cc1	i
CCc1nnc(-c2ccc(NC(=O)c3ccco3)cc2)o1	i
Cc1cc(=O)[nH]c(-n2nc(C)c(CCC(=O)NCc3cc(-c4cccs4)on3)c2C)n1	i
COc1ccc(S(=O)(=O)CCCC(=O)Nc2ccccc2-c2nc3ccccc3s2)cc1	i
CCCC(=O)Nc1ccc2c(c1)N(C(=O)C1CCCO1)CC2 (stereo not drawn)	i
CS(=O)(=O)N1CCCC1C(=O)N(CC1CCCO1)c1nc2c(Cl)cccc2s1 (stereo not drawn)	i
Cc1ccccc1Cn1cc(C(=O)Nc2c(C)cccc2C)ccc1=O	i
O=S(=O)(NCC1CCN(Cc2cccs2)CC1)c1ccc(Cl)cc1	i
Cc1cc(NC(=O)C2CCN(S(=O)(=O)c3cccs3)CC2)n(C(C)C)n1	i
COc1ccc(Cl)cc1C(=O)Nc1cccc(N2CCCCC2=O)c1	i
CCOC(=O)c1c(NC(=O)CS(=O)(=O)Cc2ccccc2)sc2ccccc12	i
COc1ccc(OC)c2sc(N(Cc3ccncc3)C(=O)c3cccc(F)c3)nc12	i
CCCCOc1ccc(C(=O)Nc2cccc(N3CCCC3=O)c2)cc1	i
O=c1c2nnn(-c3ccccc3)c2ncn1Cc1nc(-c2ccccc2Cl)no1	i
COc1ccc(C(=O)Nc2ccc(C)c(N3CCCCC3=O)c2)cc1	i
CCCc1nnc(NC(=O)c2c[nH]c3c(Cl)cccc3c2=O)s1	i
COCCNC(=O)Cn1nc2c(c1NC(=O)c1ccc(Br)o1)CSC2	i
O=S(=O)(NC1(c2nc(-c3cnccn3)no2)CCCCC1)c1ccc(F)c(Cl)c1	i

Given field by field: 4 of the compounds above.
canonical_smiles: Cc1csc(C(=O)NCC2CCN(S(C)(=O)=O)CC2)c1
- GIRK2 act: i
canonical_smiles: CCOC(=O)N1CCN(C(=O)CSc2ccc(NC(=O)c3ccco3)nn2)CC1
- GIRK2 act: i
canonical_smiles: CN1CCCc2cc(C(CNC(=O)NC(C)(C)C)N(C)C)ccc21 (stereo not drawn)
- GIRK2 act: i
canonical_smiles: COC(=O)Cn1c(=NC(=O)c2ccnn2C)sc2cc(Cl)ccc21
- GIRK2 act: i

(further entries)
SMILES	GIRK2 act
O=S(=O)(NCC(O)(c1ccco1)C1CC1)c1ccc(OC(F)(F)F)cc1 (stereo not drawn)	i
CCc1ccc(NC(=O)N2CCN(c3ccc(Nc4cc(C)ccn4)nn3)CC2)cc1	i
COc1ccc(OCC(=O)Nc2nnc(-c3cc(C)nn3C)o2)cc1	i
CC(=O)Nc1ccc(NC(=O)C(=O)NCCc2ccc(F)cc2)cc1	i
COCCn1c(-n2nc(C)cc2C)nc2c1c(=O)n(CC(N)=O)c(=O)n2C	i
CC(C)Oc1ccc(C(=O)N2CCC(c3ccsc3)CC2)cc1	i
Cc1ccc(NC(=O)Cc2csc(NC(=O)c3ccc[nH]c3=O)n2)cc1Cl	i
CC(C)c1nnc(C2CCN(CC(=O)c3ccc(Cl)cc3)CC2)o1	i
COc1ccc(S(=O)(=O)Nc2ccc(N3CCCCC3=O)c(C)c2)c(OC)c1	i
COc1ccccc1NC(=O)Cn1c(=O)c(CNc2ccc(C)cc2)cc2cc(OC)c(OC)cc21	i
COc1ccc(CNC(=O)NCC2CCN(S(=O)(=O)C3CC3)CC2)cc1	i
COc1ccc(-c2cc(=O)n(CC(=O)NCc3ccco3)cn2)cc1	i
COc1cccc(-c2nnc3ccc(OCCNC(=O)Nc4ccc(F)c(F)c4)nn23)c1	i
Cc1cc(C(=O)NCCC(O)c2cccs2)c(C)o1 (stereo not drawn)	i
Cc1cc(C)n(-c2ccc(N3CCC(C(=O)Nc4cc(C)on4)CC3)nn2)n1	i
NC(=O)CSc1nc(-c2ccccc2)c(NC(=O)c2ccc3c(c2)OCO3)s1	i
COc1ccc(-c2ccc(S(=O)(=O)NCCc3ccccc3)cc2)cc1	i
COCC(C)(O)CNC(=O)c1cc(C)oc1C (stereo not drawn)	i
CC(=O)Nc1ccc(NC(=O)c2nnn(-c3ccc(Cl)cc3)c2N)cc1	i
CC1Cc2cc(-c3cc(CC(=O)NCCc4ccc(S(N)(=O)=O)cc4)no3)ccc2O1 (stereo not drawn)	i
COCCN1CCC(CNC(=O)c2ccc(OC(C)C)cc2)CC1	i
CCc1cccc2sc(N(CCN3CCOCC3)C(=O)c3ccc4ncsc4c3)nc12	i
COc1ccc(NC(=O)CCCS(=O)(=O)c2ccc(C)cc2)c2ccccc12	i
O=C(NNC(=O)c1ccc(=O)n(Cc2ccccc2)c1)c1ccc(F)c(F)c1	i
CSc1ccccc1NC(=O)CCCn1nc(-c2ccco2)ccc1=O	i

The results go on:
SMILES	GIRK2 act
COC(=O)c1ccc2c(=O)n(CC(=O)NC(C)c3ccccc3)c(=S)[nH]c2c1 (stereo not drawn)	i
Cc1cccc(CC(=O)Nc2ccc3c(c2)N(C(=O)C(C)(C)C)CC3)c1	i
CCOC(=O)Nc1nc(CC(=O)Nc2ccc(OC)cc2)cs1	i
CC(C)(C)C(=O)NCCCN1CCOC(c2ccccc2)C1 (stereo not drawn)	i
O=C(CCn1cnc2c(cnn2-c2ccccc2)c1=O)NC1CC1	i
Cc1csc(C(=O)Nc2ccc(CC(=O)NC(C)(C)CO)cc2)c1	i
O=C(NCc1ccc2c(c1)OCO2)C(=O)NCC1CCN(c2cnccn2)CC1	i
CNC(=O)C1Cc2ccccc2N1C(=O)COc1cccc(OC)c1 (stereo not drawn)	i
CCOc1coc(C(=O)Nc2ccc(Cl)c(Cl)c2)cc1=O	i
COc1cccc(CC(=O)NCC2(O)CCCC2)c1	i
COc1ccc(-n2nnc(C(=O)Nc3ccccc3SC)c2C)cc1	i
Cc1cc(NC(=O)c2ccc(Cc3ccccc3)cc2)on1	i
O=C(c1cnccn1)N1CC(C(=O)N2CCN(c3ccc(C(F)(F)F)cn3)CC2)C1	i
O=C(Nc1ccccc1Cl)N1CCC2(CC1)NC(=O)N(CCc1ccccc1)C2=O	i
Cc1noc(CNC(=O)c2ccc(C)c(C)c2)n1	i
COC(=O)c1ccc2nc(NC(=O)C3CCCCC3)sc2c1	i
COc1ccc(Cl)cc1NC(=O)CCc1csc(NC(=O)c2cccs2)n1	i
CN(C)C(CNC(=O)C(=O)Nc1ccc(F)c(Cl)c1)c1ccco1 (stereo not drawn)	i
O=C(Nc1ccc(Cc2ccncc2)cc1)c1ccc(-c2ccc([N+](=O)[O-])cc2Cl)o1	i
O=C(NCc1cc(-c2ccco2)on1)C1CCCC1	i
COC(=O)N1CCC(CN)CC1	i
COc1cc2nc(=S)n3[nH]c(COc4ccccc4Br)nc3c2cc1OC	i
Cc1ccc(-c2noc(-c3cn(CC(=O)Nc4ccc5c(c4)CCC5)c4nc(C)ccc4c3=O)n2)cc1	i
COc1ccc(NC(=O)CSc2nnc(C3CC(=O)N(c4ccc(OC)c(Cl)c4)C3)o2)cc1 (stereo not drawn)	i
CC(=O)Nc1cccc(NC(=O)CSc2ccc(NC(=O)c3cccs3)nn2)c1	i

Filtered by structure, the entries above containing a nitro group on carbon.
SMILES	GIRK2 act
COc1ccc(NC(=O)c2ccc(=O)n(Cc3cccc([N+](=O)[O-])c3)c2)cc1	i
Cc1cc(C)cc(N2C(=O)N(Cc3cccc([N+](=O)[O-])c3)C3CS(=O)(=O)CC32)c1 (stereo not drawn)	i
Cc1cc(NCc2ccc3c(c2)OCO3)nc(-n2cc([N+](=O)[O-])cn2)n1	i
O=C(CSc1nnc(-c2ccncc2)o1)Nc1cccc([N+](=O)[O-])c1	i
O=C(Nc1ccc(Cc2ccncc2)cc1)c1ccc(-c2ccc([N+](=O)[O-])cc2Cl)o1	i

(cont.)
SMILES	GIRK2 act
Cc1cccn2c(=O)c3cc(C(=O)N4CCN(c5ccccc5)CC4)n(Cc4ccccc4)c3nc12	i
COC(=O)c1ccc2c(=O)n(CCC(=O)NCCCN3CCOCC3)c(=S)[nH]c2c1	i
O=C(NCC1CCN(C(=O)c2ccccc2F)CC1)Nc1cccs1	i
CCC(C)NC(=O)C(=O)Nc1c2c(nn1-c1cccc(C)c1)CS(=O)(=O)C2 (stereo not drawn)	i
COc1ccc(S(=O)(=O)c2ccc(=O)n(CC(=O)Nc3ccccc3F)n2)cc1	i
COc1ccc(CNC(=O)Cn2nc3c(c2NC(=O)c2ccc(C)c(C)c2)CSC3)cc1	i

3 of the compounds above, with each value named.
> Cc1cccn2c(=O)c3cc(C(=O)N4CCN(c5ccccc5)CC4)n(Cc4ccccc4)c3nc12
  GIRK2 act = i
> COC(=O)c1ccc2c(=O)n(CCC(=O)NCCCN3CCOCC3)c(=S)[nH]c2c1
  GIRK2 act = i
> O=C(NCC1CCN(C(=O)c2ccccc2F)CC1)Nc1cccs1
  GIRK2 act = i
